Compound activity as filed in PubChem.
RNase H inhibition = RNase H inhibition, HIV 1 Gag Pol polyprotein, FRET biochemical assay, screening (AID 372) | HIV-1 RT RNase H, FRET RNA/DNA substrate fluorescence; higher % means a stronger effect | one-dose inhibition, % at 10 µM; IC50 in µM for titrated hits | hit rate 0.77% among 100,000; in the data active means inhibition above about 50%
Numbers without * were called inactive. These rows are one share of the data, so the mix of outcomes need not match the whole.

Preview:
# | SMILES | RNase H inhibition
1 | COc1ccc(-c2nc3cc(NC(=O)c4cccc(F)c4)ccc3o2)cc1Cl | 26.0%
2 | O=C(O)CN1C(=O)/C(=C\c2cccc(Cl)c2Cl)SC1=S | 15.0%

This part in full, from the start:
# | SMILES | RNase H inhibition
1 | COc1ccc(-c2nc3cc(NC(=O)c4cccc(F)c4)ccc3o2)cc1Cl | 26.0%
2 | O=C(O)CN1C(=O)/C(=C\c2cccc(Cl)c2Cl)SC1=S | 15.0%
3 | COc1ccc(NC(=O)c2ccccc2NC(=O)c2ccc(C)cc2)cc1 | 13.0%
4 | O=S(=O)(Nc1ccc(N2CCCCC2)cc1)c1cccs1 | 12.0%
5 | Cc1cc2nn(-c3ccc(Cl)cc3)nc2cc1NC(=O)c1ccc(F)cc1 | 19.0%
6 | Cc1ccc(N2C(=O)CC(N3CCSCC3)C2=O)cc1 (stereo not drawn) | 9.0%
7 | O=C(N/N=C/c1ccc(F)cc1)c1ccc(Cl)c(Cl)c1 | 4.0%
8 | CN1CCN(c2ccc(C(=O)c3ccc(F)cc3)cc2)CC1 | 0.0%
9 | NS(=O)(=O)c1ccc(CNC(=O)c2ccc(Cl)cc2)cc1 | 0.0%
10 | COc1ccccc1N1CCN(C2CC(=O)N(c3cccc(Br)c3)C2=O)CC1 (stereo not drawn) | 3.0%
11 | CCOc1ccc2c(C)c(Cc3ccccc3)c(=O)oc2c1C | 12.0%
12 | Cn1c(=O)c2c(ncn2CN2C(=O)c3ccccc3C2=O)n(C)c1=O | 5.0%
13 | CCN(CC)CC#CC(O)(c1ccccc1)c1ccccc1 | 8.0%
14 | CC(C)c1ccccc1OCC(=O)Nc1ccccc1C(=O)O | 8.0%
15 | Cc1ccccc1C(=O)Nc1ccc2[nH]c(=O)[nH]c2c1 | 2.0%
16 | COc1ccc(N(CC(=O)Nc2ccc(C)c(C)c2)S(=O)(=O)c2ccc(C)cc2)cc1 | 14.0%
17 | COc1ccc(C2=NN(C(=O)CCC(=O)O)C(c3ccc(OC)cc3)C2)cc1 (stereo not drawn) | 1.0%
18 | CCOC(=O)/C(N=Nc1ccc(Cl)cc1)=C(/C)O | 8.0%
19 | COc1ccc(C(=O)Nc2nccs2)cc1S(=O)(=O)N1CCOCC1 | 10.0%
20 | N#CC1=C(N)Oc2cc(N)ccc2C1c1ccccc1Br (stereo not drawn) | 14.0%
21 | O=C(O)Cn1c(SCCOc2ccc(Cl)cc2)nc2ccccc21 | 5.0%
22 | CCOc1ccc(NC(=S)NCCc2ccc(S(N)(=O)=O)cc2)cc1 | 0.0%
23 | CCC(=O)c1cc(Cl)ccc1NC(=O)c1ccccc1 | 24.0%
24 | COc1ccc(/C=C/C(=O)NCc2ccc(OC)cc2)cc1 | 1.0%
25 | O=C(NC(=S)Nc1ccccc1O)c1ccc(Br)cc1 | 1.0%

From entry 9 to 11, as listed above:
# | SMILES | RNase H inhibition
9 | NS(=O)(=O)c1ccc(CNC(=O)c2ccc(Cl)cc2)cc1 | 0.0%
10 | COc1ccccc1N1CCN(C2CC(=O)N(c3cccc(Br)c3)C2=O)CC1 (stereo not drawn) | 3.0%
11 | CCOc1ccc2c(C)c(Cc3ccccc3)c(=O)oc2c1C | 12.0%

The list goes on:
# | SMILES | RNase H inhibition
26 | C=CCOC(=O)C1=C(C)NC(=O)NC1c1ccccc1OCC (stereo not drawn) | 0.0%
27 | COc1ccc(/C=C/C(=O)NCC2(c3ccccc3)CCCC2)cc1OC | 9.0%
28 | Cc1ccc(C(=O)Nc2ccccc2C(=O)N2CC(C)OC(C)C2)cc1 (stereo not drawn) | 15.0%
29 | Cc1cc([N+](=O)[O-])ccc1N/C=C(\C#N)c1nc(-c2cc3cc(Br)ccc3oc2=O)cs1 | 9.0%
30 | CCN(Cc1ccccc1)S(=O)(=O)c1ccc(NC(C)=O)cc1 | 0.0%
31 | C/C(=C/C(=O)C(F)(F)C(F)F)NCCN/C(C)=C\C(=O)C(F)(F)C(F)F | 15.0%
32 | O=Cc1ccc(OCC(=O)O)c(I)c1 | 5.0%
33 | Cc1cc(C)c(/C=c2\sc3nc4cc(C)c(C)cc4n3c2=O)cc1C | 0.0%
34 | O=C(NC(=S)Nc1cc([N+](=O)[O-])cc(Cl)c1O)c1ccc(Br)cc1 | 5.0%
35 | CCC1CCc2c(sc(NC(=O)c3ccccc3[N+](=O)[O-])c2C(=O)OC)C1 (stereo not drawn) | 4.0%
36 | Cc1cc(/C=C2\C(=O)NC(=O)N(c3ccc(Cl)cc3)C2=O)c(C)n1-c1cccnc1 | 17.0%
37 | COc1ccccc1NC(=O)c1ccccc1-c1ccccc1C(=O)O | 16.0%
38 | CC1=C(c2ccccc2)[N+](=O)C(C)(c2ccc(C)cc2)N1[O-] (stereo not drawn) | 0.0%
39 | Cc1ccc(OCCCCN2CCCC2)c(C)c1 | 3.0%
40 | CC1=Nc2ccccc2/C1=C/c1c(O)n(-c2cccc(Br)c2)c(=O)[nH]c1=O | 8.0%
41 | CCOC(=O)c1c(N)nc(C)n1-c1ccc(OC)cc1 | 6.0%
42 | CCN(CC)CCCCCCOc1ccc(C)c(C)c1 | 16.0%
43 | COC(=O)c1c(-c2ccc(OC)cc2)csc1N | 12.0%
44 | O=C(O)C1CCCCC1C(=O)NC1CCCCC1 (stereo not drawn) | 1.0%
45 | CCN(CC)CC(O)Cn1c2c(c3ccccc31)CCCC2=O (stereo not drawn) | 12.0%
46 | COc1ccccc1N1CCN(C(=O)c2c(Cl)cccc2Cl)CC1 | 8.0%
47 | CC1=C(C(=O)OC2CCCC2)C(c2ccccc2)C2=C(CC(C)(C)CC2=O)N1 (stereo not drawn) | 4.0%
48 | CCC1=NN2C(=N)/C(=C/c3ccc(-c4cccc(C(=O)O)c4)o3)C(=O)N=C2S1 | 5.0%
49 | CS(=O)(=O)N(CC(=O)O)c1ccc(Cl)cc1 | 0.0%
50 | Cc1ccccc1OCC(=O)NNC(=O)c1ccc(C(C)(C)C)cc1 | 0.0%
51 | COc1cc(/C=C/C(=O)c2ccc3ccccc3c2)cc(Cl)c1O | 25.0%
52 | COc1ccc(CCNC2CC(=O)N(CCc3ccccc3)C2=O)cc1 (stereo not drawn) | 5.0%
53 | O=C(COc1ccc2ccccc2c1)Nc1ccc(I)cc1Cl | 12.0%
54 | Cc1ccc(-c2nc3ncccc3o2)cc1NC(=O)COc1cc(C)c(Cl)c(C)c1 | 4.0%
55 | O=S(=O)(c1ccc2ccccc2c1)N1CCN(c2ccccc2)CC1 | 8.0%
56 | Cc1ccc(S(=O)(=O)NC(=O)Nc2c(C)cccc2C)cc1 | 4.0%
57 | Cc1ccc(/C(O)=C2\C(=O)C(=O)N(CCCC(=O)O)C2c2ccccc2[N+](=O)[O-])cc1 (stereo not drawn) | 9.0%
58 | O=C(NC(=S)Nc1ccc(F)c([N+](=O)[O-])c1)c1ccccc1Cl | 11.0%
59 | O=C1CC(NC2CCCCC2)C(=O)N1c1cccc(Br)c1 (stereo not drawn) | 3.0%
60 | Cc1ccc(C2CC(=O)C(C=NCCN3CCN(C(=S)Nc4ccccc4)CC3)=C(O)C2)cc1 (stereo not drawn) | 13.0%
61 | CC1=C(C(=O)OCCC(C)C)C(c2ccc(Cl)cc2)NC(=O)N1 (stereo not drawn) | 36.0%
62 | CCCc1cc(=O)n2[nH]c(-c3cccc(C)c3)cc2n1 | 4.0%
63 | CC1(C)CC(=O)C2=C(C1)Nc1ccccc1N(C(=O)Cc1ccccc1)C2c1cccc(Cl)c1 (stereo not drawn) | 8.0%
64 | COc1ccccc1NC1=C(Cl)C(=O)N(c2ccc(C)cc2)C1=O | 0.0%
65 | O=C(COc1ccccc1)Nc1ccc(Cl)c(-c2nc3ncccc3o2)c1 | 10.0%
66 | COC(=O)c1ccc(C(=O)Nc2cc(Cl)ccc2Cl)cc1NC(C)=O | 0.0%
67 | COc1ccc(C(=O)Nc2ccccc2C(=O)NCc2ccco2)cc1 | 32.0%
68 | COc1ccc(/C=C(\NC(=O)c2ccccc2)C(=O)NCc2ccncc2)cc1 | 0.0%
69 | Cc1cc(-c2ccc(N=Cc3ccc(N(C)C)c([N+](=O)[O-])c3)c(C)c2)ccc1N=Cc1ccc(N(C)C)c([N+](=O)[O-])c1 | 6.0%
70 | CCOC(=O)C1=C(C)N=c2s/c(=C\c3ccc(N(C)C)o3)c(=O)n2C1c1cccs1 (stereo not drawn) | 1.0%
71 | Cc1cccc(-c2nc3cc(NC(=O)c4ccc([N+](=O)[O-])cc4Cl)ccc3o2)c1 | 14.0%
72 | COc1cc(C(=O)Nc2ccc([N+](=O)[O-])cn2)cc(OC)c1OC | 14.0%
73 | Cc1cccc(-n2c(O)c(C=Nc3ccccc3C)c(=O)[nH]c2=O)c1 | 0.0%
74 | CC(Sc1nc2ccccc2n1C)C(=O)NC(c1ccccc1)c1ccccc1 (stereo not drawn) | 15.0%
75 | Cc1cccc(OCCNc2nc3c(c(=O)n(C)c(=O)n3C)n2C)c1 | 20.0%

Other structures.
# | SMILES | RNase H inhibition
76 | CCOc1ccc(C(=O)Nc2ccc3oc(-c4ccccc4C)nc3c2)cc1[N+](=O)[O-] | 43.0%
77 | O=C(O)CCc1nc2ccc(O)cc2[nH]1 | 7.0%
78 | COC(=O)CCC(=O)NNC(=O)c1ccc(Cl)cc1Cl | 3.0%
79 | COc1ccc(C(=O)Nc2ccc(S(=O)(=O)N3CCCC3)cc2)cc1I | 13.0%
80 | CCOC(=O)C1=C(C)N=C2SCC(=O)N2C1c1cccc(OC)c1OC (stereo not drawn) | 0.0%
81 | Cc1c(Cl)c([N+](=O)[O-])nn1CC(=O)N1CCCc2ccccc21 | 0.0%
82 | CC1=C(C#N)c2nc(N)c(C#N)c(C)c2/C1=C\c1ccc(-c2ccc([N+](=O)[O-])cc2Cl)o1 | 14.0%
83 | COc1ccc(/C=C2/C(=O)NC(=O)N(Cc3ccco3)C2=O)c2ccccc12 | 48.0%
84 | O=C(Nc1ccc2ccccc2c1)c1ccc(-c2cccc(Cl)c2)o1 | 12.0%
85 | CCN1C(=O)/C(=C\c2ccccc2OCc2cccc3ccccc23)SC1=S | 9.0%
86 | CN(C)c1ccc(/C=N/NS(C)(=O)=O)cc1 | 15.0%
87 | C=CCc1cc(/C=C2\C(=O)NC(=O)N(c3ccc(Br)c(C)c3)C2=O)cc(OC)c1O | 17.0%
88 | N#C/C(=C\c1ccc(Br)s1)C(N)=O | 0.0%
89 | COc1ccccc1NCC(O)Cn1c2ccc(Cl)cc2c2cc(Cl)ccc21 (stereo not drawn) | 2.0%
90 | C=CCNCCCOc1ccc(Cl)c(C)c1 | 23.0%
91 | CCOc1ccccc1NC(=O)c1c(NC(=O)C(F)(F)F)sc2c1CCCCC2 | 7.0%
92 | O=C(Cc1ccc([N+](=O)[O-])cc1)NNC(=O)c1ccc([N+](=O)[O-])cc1 | 9.0%
93 | CCN(C(=O)Nc1cccc(Cl)c1)c1ccccc1 | 3.0%
94 | OC(Cc1ccc2ccccc2n1)C(Cl)(Cl)Cl (stereo not drawn) | 0.0%
95 | CCCC(C)c1ccc(OCC(=O)N/N=C/c2cccc(Br)c2)cc1 (stereo not drawn) | 14.0%
96 | O=C(Nc1cc([N+](=O)[O-])ccc1Cl)c1cc(-c2cccs2)nc2ccccc12 | 8.0%
97 | O=C1CC(N2CCN(c3ncccn3)CC2)C(=O)N1c1ccc(Br)cc1 (stereo not drawn) | 7.0%
98 | CC1=C(C(=O)OCCCc2ccccc2)C(c2c(F)cccc2Cl)CC(=O)N1 (stereo not drawn) | 0.0%
99 | COc1ccc2nc(NC(=O)c3cc4c(s3)CCCC4)sc2c1 | 0.0%
100 | CS(=O)(=O)N(CC(=O)Nc1ccccc1C(F)(F)F)c1cccc(Cl)c1 | 20.0%
101 | O=C(COc1ccc(Br)cc1Cl)N1CCOCC1 | 0.0%
102 | CCc1ncc(C(O)c2ccccc2)n1C (stereo not drawn) | 8.0%
103 | Cc1cc(/C=C(/C#N)C(=O)Nc2ccccc2)c(C)n1-c1cccnc1 | 6.0%
104 | Cc1ccc(/C=C/C(=O)NCc2ccc(F)cc2)cc1 | 0.0%
105 | O=C(Nc1ccc(Cl)c(Cl)c1)Nn1cnnc1 | 12.0%
106 | COc1ccc(C(=O)/C=C/c2ccc(OC3CSC3)cc2)cc1OC | 18.0%
107 | CCOC(=O)c1cc(=O)oc2c(C(=O)OCC)c(C)[nH]c12 | 12.0%
108 | CCOc1cc(/C=C2/SC(N3CC(C)OC(C)C3)=NC2=O)ccc1O (stereo not drawn) | 21.0%
109 | O=C(Nc1cccc([N+](=O)[O-])c1)C(F)(OC(F)(F)C(F)(F)C(F)(F)F)C(F)(F)F (stereo not drawn) | 1.0%
110 | CC(C)(C)c1ccc(-c2cc(-c3cc(Cl)ccc3O)[nH]n2)cc1 | 20.0%
111 | CCN(C(=O)c1ccc(Cl)c([N+](=O)[O-])c1)c1ccccc1C | 17.0%
112 | O=C1CC(n2cnc3ccccc32)C(=O)N1c1ccccc1 (stereo not drawn) | 4.0%
113 | Cc1ccn2c(NC(=O)c3ccccc3)c(-c3cccs3)nc2c1 | 0.0%
114 | COC(C(=O)N/N=C/c1cn(-c2ccccc2)nc1-c1ccccc1)c1ccccc1 (stereo not drawn) | 34.0%
115 | O=C(NCCc1ccccc1Cl)C(=O)NCc1ccco1 | 0.0%
116 | COc1ccccc1NC(=O)C(=O)N/N=C/c1cccc(OC)c1OC | 8.0%
117 | CC1=NN(C(=O)c2cccc(O)c2)C(O)(c2ccc(Br)cc2)C1 (stereo not drawn) | 8.0%
118 | O=C(O)c1ccc(N2C(=O)CC(N3CCC(Cc4ccccc4)CC3)C2=O)cc1 (stereo not drawn) | 16.0%
119 | CNc1nc(Nc2cccc([N+](=O)[O-])c2)nc(OCC(F)(F)F)n1 | 6.0%
120 | C/C=C/c1ccc(OCCOCCOc2cccc(OC)c2)c(OC)c1 | 26.0%
121 | CCOc1ccccc1NC(=O)CN(c1ccc(OC)cc1)S(C)(=O)=O | 0.0%
122 | COc1ccc(CNCCC2(Cc3ccccc3)CC(C)N(C)CC2C)cc1OC (stereo not drawn) | 10.0%
123 | O=C(c1ccccc1F)N1CCCc2ccccc21 | 10.0%
124 | CCCC(C)NS(=O)(=O)c1ccc(OC)cc1 (stereo not drawn) | 3.0%
125 | Cc1cccc(NC(=S)NC(=O)c2ccccc2Cl)n1 | 40.0%

Along the list, from the results shown.
Entries 103–113 in RNase H inhibition, in turn: 6.0%, 0.0%, 12.0%, 18.0%, 12.0%, 21.0%, 1.0%, 20.0%, 17.0%, 4.0%, 0.0%
